# Compound activity (PubChem)
# CRFR2-BP antag: CRF-BP/CRF-R2 complex antagonism | AID 588475 | hit rate 0.59% among 350,000 | HEK293 CRF-R2/CRF-BP, CRF-induced calcium fluorescence | inhibition, % at 11.8 µM;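 active means inhibition of the ligand-induced calcium signal above about 50% at the single tested concentration, limit read from the data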
# GalR3 antagonist: human GalR3 antagonism. inhibition, % at 3 µM. HEK293 GalR3-CNG cAMP membrane potential fluorescence; galR3 body fused to GalR1 C-terminus. hit rate 0.44% among 360,000. O60755;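 active means inhibition above the screen-wide average plus 3 SD, cut at about 13% in these data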;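 further: forskolin and galanin both at EC90 stimulate the cells; cAMP rise reported by CNG channel membrane potential dye signal; 0% = forskolin plus galanin with DMSO and 100% = forskolin alone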
# SUMO HTRF inh: blocks human SUMOylation mediated by UBC9; P63279; HTRF SUMOylation assay, SAE1/SAE2 + UBC9, in vitro; inhibition, % at 35 µM; hit rate 0.36% among 290,000; AID 2006; in the data active means inhibition above about 50%, passing the limit was not always enough; further: strong numbers were not always called active
# HCV NS3 hel inh: inhibitors of Hepatitis C virus NS3 helicase | NS3 helicase DNA unwinding, Cy5 molecular beacon fluorescence | inhibition, % at 10.9 µM | hit rate 0.56% among 290,000;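 active means inhibition above the mean of all tested compounds plus 3 SD, set per campaign, cut at about 35% in these data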;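 further: 0% = DMSO wells and 100% = thioflavine S control wells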
#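 Assay system: hepatitis C virus NS3 helicase domain fragment enzyme. Also added: annealed dual-labelled DNA beacon duplex, ATP-started. Timing: 1 h reaction at 25 °C, ATP-initiated. Technique: Cy5 fluorescence at 0 and 60 min, beacon hairpin quenching. Evaluation: % inhibition of unwinding. Replication: one well per compound.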
# IDE act: IDE (human) activation, cell-based; hit rate 0.073% among 340,000; HEK cells, FAbeta-B cleavage, fluorescence polarization; 0% vehicle, 100% cell-free pure enzyme wells; AID 493087; activation, % at 5.96 µM;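 active means activation above the mean of all tested compounds plus 3 SD, set per screening campaign, cut at about 17% in these data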
# Target sequence (P14735 whole entry, looked up): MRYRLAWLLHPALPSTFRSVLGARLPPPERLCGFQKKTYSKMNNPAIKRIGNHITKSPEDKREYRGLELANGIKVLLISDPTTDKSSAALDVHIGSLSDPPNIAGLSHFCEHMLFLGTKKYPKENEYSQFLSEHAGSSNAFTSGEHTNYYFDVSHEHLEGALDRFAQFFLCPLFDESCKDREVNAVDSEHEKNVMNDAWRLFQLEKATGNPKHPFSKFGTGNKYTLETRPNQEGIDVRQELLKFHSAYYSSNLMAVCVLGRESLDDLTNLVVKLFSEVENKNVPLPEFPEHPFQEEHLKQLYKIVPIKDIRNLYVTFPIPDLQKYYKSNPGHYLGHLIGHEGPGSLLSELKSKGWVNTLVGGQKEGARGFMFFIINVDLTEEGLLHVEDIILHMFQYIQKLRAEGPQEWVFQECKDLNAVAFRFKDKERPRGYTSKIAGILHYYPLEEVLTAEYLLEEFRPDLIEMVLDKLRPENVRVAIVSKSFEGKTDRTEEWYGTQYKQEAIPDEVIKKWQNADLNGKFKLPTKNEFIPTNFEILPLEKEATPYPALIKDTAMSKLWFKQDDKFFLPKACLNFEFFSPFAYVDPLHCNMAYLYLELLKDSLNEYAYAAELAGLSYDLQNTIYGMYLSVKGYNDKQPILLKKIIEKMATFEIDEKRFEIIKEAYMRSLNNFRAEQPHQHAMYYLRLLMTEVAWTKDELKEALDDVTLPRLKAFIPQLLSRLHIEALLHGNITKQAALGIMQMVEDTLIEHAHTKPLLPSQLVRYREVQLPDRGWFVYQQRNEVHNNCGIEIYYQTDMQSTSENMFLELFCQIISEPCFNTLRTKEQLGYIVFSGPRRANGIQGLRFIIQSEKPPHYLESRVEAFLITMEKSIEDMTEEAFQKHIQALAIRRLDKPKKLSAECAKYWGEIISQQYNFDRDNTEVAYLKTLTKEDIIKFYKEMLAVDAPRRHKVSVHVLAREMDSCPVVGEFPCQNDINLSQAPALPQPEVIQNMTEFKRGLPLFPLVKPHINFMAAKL
# VIM-2 inh: blocks Pseudomonas aeruginosa VIM-2 metallo-beta-lactamase; purified VIM-2, nitrocefin hydrolysis, epi-absorbance fluorescence; inhibition, % at 5.6 µM; hit rate 0.89% among 290,000; AID 1527;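 active means inhibition above the mean of all tested compounds plus 3 SD, cutoff set per screening run, cut at about 7.5% in these data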;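 further: red hydrolysis product quenches plate fluorescence so inhibitors raise well fluorescence; 0% = enzyme with DMSO and 100% = DMSO without enzyme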
# IDE inh: inhibitors of human insulin-degrading enzyme in cells | inhibition, % at 5.59 µM | HEK cells, FAbetaB cleavage, fluorescence polarization | P14735 | hit rate 0.41% among 320,000;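 active means percent inhibition above the average of all tested compounds plus 3 SD, set per screening campaign, cut at about 16% in these data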;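 further: IDE supplied by intact live HEK cells; FP after avidin binding of uncleaved biotin substrate so inhibition keeps polarization high; 0% = DMSO wells and 100% = 60 µM reference IDE inhibitor Ii1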
# IMP-1 inhibitor: inhibitors of Pseudomonas aeruginosa IMP-1 metallo-beta-lactamase; purified IMP-1, nitrocefin hydrolysis, epi-absorbance fluorescence; inhibition, % at 5.6 µM; hit rate 0.45% among 290,000; AID 1556;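 active means inhibition above the mean plus 3 SD of all compounds in the same screening run, cut at about 4.5% in these data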;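 further: 0% = IMP-1 with DMSO and 100% = DMSO wells lacking enzyme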
#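 assay system = purified recombinant IMP-1 metallo-beta-lactamase enzyme | schedule = 15 min preincubation plus 25 min reaction at 25 °C | signal = Epi-absorbance fluorescence, 480 nm excitation, 530 nm emission | read-out basis = percent inhibition from optical density relative to buffer-blank wells | controls = IMP-1 with DMSO as 0%, enzyme-free DMSO as 100%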
# pCIP destab: p/CIP protein destabilization; Q05BA5; F442A p/CIP-EGFP cells, EGFP fluorescence, 16 h; decrease of EGFP signal, % at 10 µM; hit rate 0.01% among 290,000; AID 1984;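 active means EGFP signal decrease of at least 30% at 10 µM or well 3 SD below plate mean, unless failing retest; inactive means the rest, including hits failing retest or dose response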; further: some compounds called inactive have numbers as strong as hits; many of its hits are not listed in these tables
# * hit, by the source's call; x = no result given; & = joins results of further samples.
SMILES,CRFR2-BP antag,GalR3 antagonist,SUMO HTRF inh,HCV NS3 hel inh,IDE act,VIM-2 inh,IDE inh,IMP-1 inhibitor,pCIP destab
CN(C)c1cc[n+](CC(=O)Nc2ccc(OC(F)F)cc2)cc1,-14,-4,15,14,6,2.1,-1,2.4,4
Cc1ccc2oc(C(=O)N3CCC(O)(c4cccc(C(F)(F)F)c4)CC3)c(C)c2c1,-37,-8,-19,-4,7,3.6,3,2.0,-13
O=C(N/C(=C/c1cccnc1)C(=O)N1CCOCC1)c1ccco1,4,-1,-4,-5,-1,0.5,3,-1.5,-2
CCC(OC(=O)C(C)N1C(=O)C(=O)c2ccccc21)C(=O)Nc1ccccc1OC (stereo not drawn),-5,-3,9,-8,1,-2.1,x,-2.9,-8
Cc1c(-n2c(-c3ccccc3)nc3ccccc3c2=O)c(=O)n(-c2ccccc2)n1C,20,-3,13,1,6,-0.3,-1,-1.9,-5
CC(=O)C(C(C)=O)c1cc(NS(=O)(=O)c2ccccc2)ccc1NS(=O)(=O)c1ccccc1,-97,-10,8,-11,2,-2.3,0,-4.9,-11
Cc1cc(C)n2nc(C(=O)N3CCN(Cc4ccc5c(c4)OCO5)CC3)nc2n1,4,7,11,6,-3,1.5,-1,-0.1,-6
CC1(C)CC(=O)c2cc(OCC(=O)N3CCCCCC3)ccc2O1,6,-5,8,10,2,-1.2,2,1.8,14
CC(=N\Nc1ccccc1)/C(=N/O)C(=O)Nc1ccccc1,-7,-2,-5,-1,1,-4.5,1,-2.9,2
COc1cccc(NC(=S)N(Cc2ccc(C)cc2)Cc2ccccn2)c1,-10,-2,7,5,6,-3.8,0,-3.3,1
Oc1cccc(C(O)CNCc2ccc(-c3ccccc3)cc2)c1 (stereo not drawn),-145,-3,-12,-14,-7,-1.6,5,-2.5,-3
O=C(NCC1CCCCC1)C12CN(Cc3ccccc3)CC1C(c1cccc([N+](=O)[O-])c1)=NO2 (stereo not drawn),-12,-4,-18,-3,-3,0.6,8,-1.8,0
COc1ccc(C(C)=O)cc1COC(=O)c1c(C)noc1C,-8,0,8,-16,0,2.6,0,-2.7,-4
Cc1cc(C)cc(CC2CC(=O)N(c3ccc([N+](=O)[O-])cc3)C2=O)c1 (stereo not drawn),1,-7,-2,-5,10,-1.3,-4,-2.3,-7
CC(=O)Nc1cc2cc(NS(=O)(=O)c3ccc(C)cc3)ccc2oc1=O,-7,1,10,5,x,-2.7,6,-3.0,-9
CCn1c(=O)c(=O)[nH]c2cc(C(=O)N3CCN(Cc4ccc5c(c4)OCO5)CC3)ccc21,16,-1,14,8,-2,1.2,10,-2.6,16
CC1CCN(C(=O)COC(=O)/C=C/c2ccc([N+](=O)[O-])cc2)CC1,11,-4,x,x,1,x,-3,x,x
C/C(N)=C(/C#N)C(=O)CSc1nnc(Nc2cccc(C)c2)s1,0&-51,-7,-6,-24,3,-0.3,0,-1.6,-3
COc1cccc(CNc2nc(SC)ncc2CO)c1,6,-2,5,-10,-2,-1.3,-5,-0.4,-2
COc1cccc(-n2c(SCc3c(C)noc3C)nnc2-c2cccc(S(=O)(=O)N(C)C)c2)c1,26,-4,5,0,0,-2.9,1,-3.5,-3
Cc1ccc(CNC(=O)C2CCCN2C(=O)Nc2ccc(F)cc2)cc1 (stereo not drawn),22,-9,5,1,7,-3.0,1,1.3,2
CCOC(=O)c1c(NC(=O)CCS(=O)(=O)c2ccccc2)sc2c1CCN(C(C)C)C2,3,-2,-4,0,1,2.5,4,1.9,9
CCc1ccccc1NC(=O)NC1CCCCCCC1,16,-2,-1,2,4,-1.9,x,-1.0,-22
Cc1ccc(-c2cnco2)cc1,-12,-4,4,-20,0,-1.5,-3,-3.0,6
c1ccc2c(-c3ccncc3)c[nH]c2c1,-20,1,31,2,2,-1.5,-1,-2.7,-2
COc1ccc(-c2cc(C)no2)cc1S(=O)(=O)NCCc1ccco1,-7,-7,13,6,10,-2.3,-2,-1.4,0
Cc1ccc(NC(=O)c2ccccc2NC(=O)Cc2ccccc2)cc1,11,-6,-3,-12,6,-7.6,0,-1.5,-14
Cc1ccc(Cn2nnc3c(=O)[nH]c(C4CCN(S(=O)(=O)c5ccccc5F)CC4)nc32)cc1,0,-7,-12,-17,-1,-1.2,-5,-2.7,1
CCCCOc1ccc(NC(=O)CN2CCN(Cc3ccccc3)CC2)cc1,-5,-1,0,-33,-4,-1.9,3,-2.8,-5
COc1ccc(-n2c(Cc3cccn3C)nnc2SCC(=O)Nc2cccc(Cl)c2)cc1,-4,-3,-4,-6,7,-4.9,7,-2.3,-3

# Molecules above containing a furan ring, fused or not (three):
SMILES,CRFR2-BP antag,GalR3 antagonist,SUMO HTRF inh,HCV NS3 hel inh,IDE act,VIM-2 inh,IDE inh,IMP-1 inhibitor,pCIP destab
Cc1ccc2oc(C(=O)N3CCC(O)(c4cccc(C(F)(F)F)c4)CC3)c(C)c2c1,-37,-8,-19,-4,7,3.6,3,2.0,-13
O=C(N/C(=C/c1cccnc1)C(=O)N1CCOCC1)c1ccco1,4,-1,-4,-5,-1,0.5,3,-1.5,-2
COc1ccc(-c2cc(C)no2)cc1S(=O)(=O)NCCc1ccco1,-7,-7,13,6,10,-2.3,-2,-1.4,0

# Other structures:
SMILES,CRFR2-BP antag,GalR3 antagonist,SUMO HTRF inh,HCV NS3 hel inh,IDE act,VIM-2 inh,IDE inh,IMP-1 inhibitor,pCIP destab
Oc1ccccc1/C=N/[n+]1ccccc1,-13,-1,2,-12,3,-1.6,-4,-1.4,1
CCOC(=O)[C@@H]1[C@H]2COc3ccc(Br)cc3[C@@H]2N2C(=O)N(c3ccc(F)cc3)C(=O)[C@@]12C,2,-3,x,x,4,x,0,x,x
O=C1CN(C(=O)CSc2nc3ccccc3c(=O)n2CC2CCCO2)c2ccccc2N1 (stereo not drawn),-18,-7,20,0,2,-0.8,4,-2.0,-12
O=C(NCCN1C(=O)C2C3C=CC(C3)C2C1=O)Nc1cccnc1 (stereo not drawn),0,4,4,8,3,-5.7,-2,-4.2,-9
CC(C)/C=N/NC(=O)c1ccc(Cl)cc1,-4,-6,19,-14,2,-4.3,4,-4.1,-8
Cc1[nH]n(-c2ccccc2)c(=O)c1/C=N/N(C)c1ccccc1,28,1,75,6,-3,-1.1,2,1.6,-6
C#CCOc1ccc(Cl)cc1/C=N/O,1,2,7,10,1,-2.5,-6,-4.7,7
Cc1ccc(C(=O)OCC(=O)N2CC(C)CC(C)C2)cc1S(=O)(=O)N1CCOCC1 (stereo not drawn),-9,-4,-18,1,5,-0.1,-1,-0.3,16
CCN(CC)c1ccc(C(=O)OCC(=O)Nc2ncccn2)cc1,12,-4,x,x,0,x,-3,x,x
CCCC(CCC)C(=O)NC1CCN(Cc2ccccc2)CC1,15,-5,0,5,7,4.5,-1,0.4,-6
CC(C)C(=O)N=c1sc2cccc(F)c2n1C,17,0,20,5,3,-3.4,6,-0.8,-4
c1ccc2c(c1)OC(CCCN1CCCCC1)c1ccccc1S2 (stereo not drawn),-6,-13,-30,-70,3,-2.6,-1,-4.9,-5
CC(=O)Nc1cccc(NC(=O)CSc2nnnn2-c2ccc3c(c2)OCO3)c1,x,x,11,-8,x,-2.4,x,-3.3,-14
Cc1ccc2c(c1)N(CC(=O)N1CCCC1)C(=O)C(C)O2 (stereo not drawn),19,-7,9,0,4,-2.4,-3,-1.1,3
COc1cc(C2Nc3ccccc3NC3=C2C(=O)CC(C)(C)C3)cc(OC)c1OC(C)=O (stereo not drawn),1,7,-6,4,-1,-1.2,3,-2.5,3
CNc1nc(-c2cccs2)cc(C(F)(F)F)c1C#N,-3,-2,25,-1,-1,-0.3,5,-1.8,-73
Cc1ccc(-n2c(-c3ccco3)nc3nc4ccccc4nc32)cc1,36,-2,37,6,1,-1.6,0,-1.5,-13
COc1ccc(/C=C2\SC(=O)N(CCNC(=O)Cn3[nH]c(=O)c4ccccc4c3=O)C2=O)cc1,4,-2,x,x,1,x,5,x,x
O=S(=O)(c1cnc(Cl)c(Br)c1)N1CCCCCC1,11,-10,-13,1,0,-2.5,6,-2.5,2
CN1CCN(S(=O)(=O)c2cccc(C(=O)Nc3cc(C(N)=O)cc(C(N)=O)c3)c2)CC1,7,-8,-1,21,2,-3.2,10,-2.1,8
CCN1CC(C)C(O)(c2ccccc2)CC1C (stereo not drawn),-6,0,12,11,-1,-1.7,-1,-0.9,-5
COC(=O)CSc1nnc(-c2cccc(NC(=O)c3ccc(C)cc3)c2)n1C,-5,0,5,-1,-2,-4.6,-3,-3.3,5
Cc1ccc(C)c(Nc2c([N+](=O)[O-])ccc3nonc23)c1,-68,-10,8,8,2,-4.6,2,-4.3,-7
COc1ccc(OC)c(N(CC(=O)NCCSCc2ccco2)S(=O)(=O)c2ccc(OC)c(OC)c2)c1,-6,2,5,-6,6,-1.9,1,-1.7,8
CC(=O)CC1(C)OC(N)=C(C#N)C1(C#N)C#N (stereo not drawn),-7,-3,14,4,0,-0.9,2,-2.2,5
Cc1cc(C)nc(-n2cc(C(=O)c3cc(F)ccc3O)cn2)n1,0,-2,3,-6,-1,-5.2,3,-4.9,-8
CCN1CCC[C@H]1CNC(=O)c1cc(S(N)(=O)=O)ccc1OC,x,x,7,-4,x,-1.9,1,-0.1,6
Cc1ccc(C)c(SCC(=O)Nc2cccnc2Cl)c1,20,1,1,7,-2,-4.8,1,-2.7,13
CC(C)=CCC/C(C)=C/CC/C(C)=C/COc1ccc2ccc(=O)oc2c1,26,-1,x,x,0,x,-2,x,x
CSCCC(NC(=O)C1CC1)c1nc2ccccc2[nH]1 (stereo not drawn),-8,-5,25,1,2,0.1,8,4.8*,-1
CCNC(=O)c1ccc2c(c1)C1C3CCC(C3)C1C(c1ccccc1)N2 (stereo not drawn),-48,-6,-2,-7,-4,-3.0,-3,-2.3,-3
O=C(Nc1c2c(nn1-c1cccc(Cl)c1)CS(=O)(=O)C2)C1CC1,7,3,-3,0,7,-2.2,0,-1.7,-39
CN(C)CCCOc1ccc2c(c1)Sc1ccccc1CC2=O,-5,-6,24,-40,1,5.3,11,-0.3,6
CCOC(=O)C1CCc2sc(N)c(C#N)c21 (stereo not drawn),3,3,4,22,6,-1.2,0,-2.9,3
COc1ccccc1NC(=O)COc1ccc(C(=O)NC2CCCc3ccccc32)cc1OC (stereo not drawn),-2,-6,4,9,4,-0.3,9,-0.7,12
O=C(NCc1ccc(Cl)cc1Cl)c1ccc2nc[nH]c2c1,-3,-6,-7,2,1,-2.9,4,-3.1,1
CN(C)CC(=O)Nc1nc(-c2ccccc2)cs1,-12,-1,0,-8,6,-6.3,8,-0.7,0
N=C1C(c2nc3ccccc3[nH]2)=C(O)CN1C1CCCCC1,-22,0,-17,-8,-1,-2.9,-5,-3.3,2
O=C(CCCOc1ccc(Cl)cc1Cl)Nc1ccccc1C(=O)O,21,-6,10,25,-22,-0.6,12,-2.8,-6
O=C(N1CCOCC1)N1CCN(S(=O)(=O)c2ccc(Cl)cc2)CC1,-2,-7,-2,9,-4,-2.2,5,-3.7,1
